# Screens: PubChem BioAssay, Emory University Molecular Libraries Screening Center
# 14-3-3g Raf: modulators of human 14-3-3 gamma - Raf peptide interaction; AID 422; 160,000 tested, 0.19% active; FP, 14-3-3gamma / TMR-pS259-Raf peptide binding; inhibition, % at 40 µM; in the data active means inhibition above about 30%;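 further: 0% = protein plus tracer without compound and 100% = blank with tracer alone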
# Target sequence (P61981 whole entry, looked up): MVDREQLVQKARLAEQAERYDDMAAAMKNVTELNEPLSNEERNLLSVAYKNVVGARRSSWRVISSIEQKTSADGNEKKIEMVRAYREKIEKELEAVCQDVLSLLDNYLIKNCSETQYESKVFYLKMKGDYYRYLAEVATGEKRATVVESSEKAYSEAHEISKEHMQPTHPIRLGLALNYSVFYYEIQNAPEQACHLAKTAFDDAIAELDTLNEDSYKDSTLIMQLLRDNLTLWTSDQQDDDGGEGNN
# Active calls of the source: *; & = joins results of further samples.
SMILES,14-3-3g Raf
O=C(Nc1ccc(Cl)cc1)c1ccc(N2CC3CC(C2)c2cccc(=O)n2C3)c(NC(=O)c2cccs2)c1 (centres undefined),2
CC(CCCC(C)(C)O)NCCO (centres undefined),5
Cc1cc(C)c2nc(C)cc(Nc3ccc(N(C)C)cc3)c2c1,-9
Cc1ccc(NS(=O)(=O)c2cnc[nH]2)cc1C,-15
O=C(CC(=O)Nc1nccs1)Nc1nccs1,-374
CCCSc1nnc2c(n1)OC(c1ccncc1)N(C(C)=O)c1ccccc1-2 (centres undefined),-10
O=C(CCCn1c(=S)[nH]c2ccccc2c1=O)NCCCN1CCCC1=O,4
CC(=O)Oc1ccccc1C(=O)Nc1ccc(S(N)(=O)=O)cc1,-7
CCCOc1ccc(-c2nc(-c3ccc(C(F)(F)F)cc3)no2)cc1,0
Cc1ccccc1CN1CCN(CC(=O)NCCCN2CCOCC2)C1=O,1
COc1ccc(Cl)cc1NC(=O)CCCn1nc([N+](=O)[O-])cc1C,-9
COc1cc(C(=O)N(CCc2ccccc2)C2CC3CCC(C2)N3C)cc(OC)c1OC (centres undefined),-2
CCOc1ccc(NC(=O)C2CSC(c3ccncc3)=N2)cc1 (centres undefined),-3
COc1cc(-c2nc3n(n2)C(c2cccc(OC)c2OC)C2=C(CCCC2=O)N3)cc(OC)c1OC (centres undefined),-9
CCN(CC)c1ccc2c(c1)OC(N)=C(C#N)C2c1cccnc1 (centres undefined),-154
CCOc1ccc(Cc2c(Cl)nc(SC)nc2N(C)C)cc1,-8
COc1cc(Cl)c(C)cc1NC(=O)c1cnc(N2CCN(c3ccccc3OC)CC2)c2ccccc12,-1
Nc1c(C(=O)N2CCc3ccccc3C2)sc2nc3c(cc12)CCCCCC3,-6
CC(=O)C1=C(O)C(=O)N(Cc2ccco2)C1c1ccc(Br)cc1 (centres undefined),-2
Clc1ccc(C2=CSC3=NCCN23)cc1Cl,9
CC(=O)NC1=NN(C(C)=O)C(C)(c2ccccn2)S1 (centres undefined),-3
Cc1nnc2c3ccccc3c(-c3ccccc3)nn12,-3
C=C(C)Cn1c(SC(C)C)nc2c(c1=O)C1(CCCC1)Cc1ccccc1-2,-2
CCCCCn1c(=O)[nH]c2cc(C(=O)N3CCN(c4ccccc4F)CC3)ccc2c1=O,4
O=C(OCc1nc2ccccc2s1)c1ccc(Br)s1,-3
CC(C)c1ccc(C2SCC(=O)N2CCN2CCCCC2)cc1 (centres undefined),1
O=C1OC(Nc2nc(-c3cccc([N+](=O)[O-])c3)cs2)c2ccccc21 (centres undefined),0
O=C(CCCn1c(=S)[nH]c2ccsc2c1=O)NCc1ccccc1F,-8
N=c1n(CCO)c2ccccc2n1CCN1CCCCC1,-3
COC(=O)c1ccccc1NC(=O)c1cncc(Br)c1,-4
COc1cccc(S(=O)(=O)Nc2cccnc2)c1,-9
O=C(O)CCC(=O)N1CCc2cc(S(=O)(=O)NC3CCCc4ccccc43)ccc21 (centres undefined),-4
COC(=O)c1ccccc1NC(=O)c1ccc(N2CC3CC(C2)c2cccc(=O)n2C3)c(NC(=O)c2cccs2)c1 (centres undefined),-15
Cn1c(Sc2ccc(C(=O)O)cc2[N+](=O)[O-])nnc1-c1ccccc1,-2
COC(=O)c1ccc(C2/C(=C(\O)c3ccc4c(c3)OCCO4)C(=O)C(=O)N2CCCN(C)C)cc1 (centres undefined),2
Oc1ccccc1C=Nc1nc2ccccc2n1Cc1ccc(Cl)cc1,-9
COc1ccc(C2CC(=O)C3=C(C2)NC(C)=C(C(=O)Nc2ccc(C)cc2)C3c2cccc([N+](=O)[O-])c2)cc1OC (centres undefined),1
CC(=O)c1cccc(NC(=O)C2(S(=O)(=O)c3ccc(Cl)cc3)CC2)c1,-2
Cc1cc(C)n(-c2c(F)c(F)c(CN3CCOCC3)c(F)c2F)n1,-4
CCOc1ccc(CCn2c(-c3ccc(Cl)cc3)cn3c4c(=O)n(C)c(=O)n(C)c4nc23)cc1OCC,-10

# An excerpt of these results, as tab-separated lines:
SMILES	14-3-3g Raf
COc1cc(Cl)c(C)cc1NC(=O)c1cnc(N2CCN(c3ccccc3OC)CC2)c2ccccc12	-1
Nc1c(C(=O)N2CCc3ccccc3C2)sc2nc3c(cc12)CCCCCC3	-6
CC(=O)C1=C(O)C(=O)N(Cc2ccco2)C1c1ccc(Br)cc1 (centres undefined)	-2
Clc1ccc(C2=CSC3=NCCN23)cc1Cl	9
CC(=O)NC1=NN(C(C)=O)C(C)(c2ccccn2)S1 (centres undefined)	-3
Cc1nnc2c3ccccc3c(-c3ccccc3)nn12	-3
C=C(C)Cn1c(SC(C)C)nc2c(c1=O)C1(CCCC1)Cc1ccccc1-2	-2
CCCCCn1c(=O)[nH]c2cc(C(=O)N3CCN(c4ccccc4F)CC3)ccc2c1=O	4
O=C(OCc1nc2ccccc2s1)c1ccc(Br)s1	-3
CC(C)c1ccc(C2SCC(=O)N2CCN2CCCCC2)cc1 (centres undefined)	1
O=C1OC(Nc2nc(-c3cccc([N+](=O)[O-])c3)cs2)c2ccccc21 (centres undefined)	0
O=C(CCCn1c(=S)[nH]c2ccsc2c1=O)NCc1ccccc1F	-8
N=c1n(CCO)c2ccccc2n1CCN1CCCCC1	-3
COC(=O)c1ccccc1NC(=O)c1cncc(Br)c1	-4
COc1cccc(S(=O)(=O)Nc2cccnc2)c1	-9
O=C(O)CCC(=O)N1CCc2cc(S(=O)(=O)NC3CCCc4ccccc43)ccc21 (centres undefined)	-4
COC(=O)c1ccccc1NC(=O)c1ccc(N2CC3CC(C2)c2cccc(=O)n2C3)c(NC(=O)c2cccs2)c1 (centres undefined)	-15
Cn1c(Sc2ccc(C(=O)O)cc2[N+](=O)[O-])nnc1-c1ccccc1	-2
COC(=O)c1ccc(C2/C(=C(\O)c3ccc4c(c3)OCCO4)C(=O)C(=O)N2CCCN(C)C)cc1 (centres undefined)	2
Oc1ccccc1C=Nc1nc2ccccc2n1Cc1ccc(Cl)cc1	-9
COc1ccc(C2CC(=O)C3=C(C2)NC(C)=C(C(=O)Nc2ccc(C)cc2)C3c2cccc([N+](=O)[O-])c2)cc1OC (centres undefined)	1

# (continued)
SMILES,14-3-3g Raf
Cn1c(=O)c2c(ncn2C)n(C)c1=O,0
CC(=O)c1c(C)oc2c1c1c(c3ccccc32)OCN(C2CCS(=O)(=O)C2)C1 (centres undefined),-30
O=C(O)CCc1nc(-c2ccccc2)c(-c2ccccc2)o1,-4
COc1ccc(-n2nc3c(c2NC(=O)c2cc(OC)c(OC)c(OC)c2)CSC3)cc1,4
Cc1ccc(-c2noc(CSc3nnc(-c4ccccc4)n3C)n2)cc1,-5
COC(=O)c1c(NC(=O)CN2CCN(c3ccccc3OC)CC2)c2cc(C)ccc2n1C,5
O=C(CSc1ccccc1)Nc1ccc(S(=O)(=O)NCC2CCCO2)cc1 (centres undefined),-21
CC1=C(C(=O)OCCOc2ccccc2)C(c2ccccc2)C2=C(CCCC2=O)N1 (centres undefined),-2
Cc1ccc(S(=O)(=O)NCCc2ccccc2)c2nsnc12,2
Clc1ccc(-c2cn3c4ccccc4nc3n2CCNC2CCCCC2)cc1,-3
CCC1Oc2ccccc2N(Cc2ccccc2Cl)C1=O (centres undefined),1
Cc1ccc2oc(-c3cccc(NC(=O)c4ccc(Cl)c([N+](=O)[O-])c4)c3C)nc2c1,-2
C1CCC2(CC1)C1=C(CCCC1)Nc1nnnn12,2
COc1ccc(-n2nc3cc(C)c(NC(=O)c4ccc([N+](=O)[O-])cc4)cc3n2)cc1,-6
CCN(CCNC(=O)C1CCN(S(=O)(=O)c2cccc3nonc23)CC1)c1ccccc1,-6
COC(=O)c1cccc([N+](=O)[O-])c1C(=O)OC,-3
COc1ccc(-c2nnc3sc(-c4ccccc4OC)nn23)cc1,3
CCOC(=O)c1ccc(NC(=O)NCc2ccn(CC)n2)cc1,-9
CCc1cccc(CC)c1NC(=O)c1[nH]c(C)c(C(C)=O)c1C,-13
COc1ccccc1Oc1ccc(C(F)(F)F)cc1NC(=O)c1c(O)c2ccccc2[nH]c1=O,1
Oc1ccccc1-c1nc(Nc2cccc(C(F)(F)F)c2)c2ccccc2n1,2
CC(=O)c1cccc(NC2c3ncccc3C(=O)N2Cc2ccco2)c1 (centres undefined),-8
CSCCC(C(=O)O)N1C(=O)c2ccccc2C1=O (centres undefined),3
CCCc1ccc(Oc2c(-c3ccc(OC)c(C)c3O)n[nH]c2C)cc1,4
CN(CCC#N)S(=O)(=O)c1ccc2c(c1)c(=O)n(C)c(=O)n2C,-2&1
CCCCCCn1c(N(CC)CC)nc2c1c(=O)[nH]c(=O)n2C,-6
O=C(NCc1ccco1)C(c1cccnc1)N(C(=O)Cn1nnc2ccccc21)c1ccc(F)cc1 (centres undefined),-10
N#Cc1ccc(CSc2ncnc3c2cnn3Cc2ccccc2)cc1,-1
O=C(CCCCCN1C(=O)c2ccccc2C1=O)Nc1ccccc1F,-9
O=C1Nc2ccccc2C1=NC1CCS(=O)(=O)C1 (centres undefined),-9
N=c1n(CCN2CCCC2)c2ccccc2n1CC(O)c1ccco1 (centres undefined),-6
CNC(=O)CN1c2ccccc2C(C)(C)C12C=Cc1c(ccc3ccccc13)O2 (centres undefined),-25
c1ccc(CN2CCCN(Cc3ccccc3)C2c2ccco2)cc1,1
CCN1CCN(c2nc3c(C)cccn3c(=O)c2/C=C(\C#N)S(=O)(=O)c2ccccc2)CC1,-12
c1ccc2[nH]c(CSc3nnc(-c4ccncc4)o3)nc2c1,-8&-4
O=C(O)c1cccc(NC(=O)C23CC4CC(C2)CC(n2cnc(Cl)n2)(C4)C3)c1,7
COc1ccc(NC(=O)C(c2ccccc2)N(C)C(=O)c2cnccn2)cc1 (centres undefined),-4
CCOc1cc2[nH]c(=O)n(CCCC(=O)NCc3ccco3)c(=O)c2cc1OCC,3
COc1ccc(OC)c(C=Cc2nc3cc(OC)c(OC)cc3c(=O)n2-c2ccc(C)cc2)c1,-3
COc1ccc(C2=NN(CC(=O)N3CCN(c4ccccc4)CC3)C(=O)CC2)cc1,-3
CC1=CC(C)(C)N(C(=O)CSc2ncn[nH]2)c2ccc(C)cc21,9
O=C1CSC(c2cc3c(cc2[N+](=O)[O-])OCO3)N1c1ccc(Br)cc1 (centres undefined),-1
Cn1c(=O)c2nc(-c3ccc(Cl)cc3Cl)oc2c2ccccc21,-1
COCCn1c(SC)nnc1-c1c[nH]c2ccccc12,1
CN=Cc1cc(-c2ccccc2)oc1S,-7
Cc1ccc(C)c(OCc2nc(-c3ccncc3)no2)c1,2
COc1cc(C(=O)Nc2c(-c3ccccn3)c(=O)c3ccccc3n2C)cc(OC)c1OC,-7
O=c1c2ccccc2nc(SCc2ccncc2)n1Cc1ccco1,-11
COc1ccc2nc3sc(C(=O)NC4CCCCCC4)cc3cc2c1,1
CC(=O)OC(C(=O)NC1CCCCC1)c1ccc(C#N)cc1 (centres undefined),-6
COc1cc2c(cc1OC)C(C(=O)N(C)Cc1ccccc1)C(c1cccs1)N(C)C2=O (centres undefined),-9
COc1cc(C)c(Cl)cc1S(=O)(=O)NCC1CCCO1 (centres undefined),3
O=C(CSc1nnc2ncccn12)N1CCCCCC1,-9
CCOc1cccc2cc(C(=O)Nc3nccs3)c(=Nc3ccc(OC)cc3)oc12,-9
COc1ccc(C2CC(C(F)(F)F)n3nc(C(=O)O)c(Cl)c3N2)cc1OC (centres undefined),-1
CCOc1ccc(CC(=O)Nc2cccc(C(F)(F)F)c2)cc1OCC,-3
CCOC(=O)c1cccc(NC(=O)CN(c2ccc(C)cc2)S(=O)(=O)c2c(C)noc2C)c1,0
COc1ccc(N2C(=O)CC(Sc3nnc(-c4ccccc4)o3)C2=O)cc1 (centres undefined),0&-13
Cc1nc(C)c(C(=O)Nc2ccc(Oc3ccccc3)cc2)o1,-16
Cc1cccc(NC(=O)CCC(=O)NCc2ccccc2)c1C,-15

# (listing goes on)
SMILES,14-3-3g Raf
O=C(OCCN1C(=O)c2cccc3c(N4CCOCC4)ccc(c23)C1=O)c1ccc(S(=O)(=O)N2CCOCC2)cc1,-4
CCc1nc(NC(C)=O)sc1-c1ccc([N+](=O)[O-])o1,-29
O=C(c1cccc(Cl)c1)N1CCN(S(=O)(=O)c2ccc3ccccc3c2)CC1,-7
COc1ccc(OCC(=O)Nc2cccc(NC(=O)COc3ccc(OC)cc3)n2)cc1,-2
COc1ccc(NC(=O)c2ccc(-c3cccc(Cl)c3C)o2)cc1,-9
COc1ccc2nc(NC(=O)CN3C(=S)NC(C)(C)CC3C)sc2c1 (centres undefined),-5
O=c1[nH]c2c(s1)C1c3c(ccc4ccccc34)OCC1CS2 (centres undefined),3
CCCCC(=O)NC1=NC(=O)C(C)(C)S1,-6
Cc1ccc(-c2c(C(=O)Nc3cccc(-n4c(C)ccc4C)c3)oc(=O)c3ccccc23)cc1,-233
CC1CCN(S(=O)(=O)c2ccc3ncn(CC(=O)Nc4cccc(Cl)c4)c(=O)c3c2)CC1,-2
O=C1N(c2ccccc2)C(c2ccccc2)N2CCCN12 (centres undefined),-7
Nc1c(C(=O)NCC2CCCO2)sc(=S)n1-c1ccccc1 (centres undefined),2&-6
COc1ccc(NC(=O)CN2CCN(CC(=O)Nc3ccc(F)cc3)CC2)cc1Cl,-7
O=C(NCc1cccnc1)C1CCN(S(=O)(=O)N2CCCCC2)CC1,1
COc1cccc(N2CCN(C(=O)c3ccc(=O)oc3)CC2C)c1 (centres undefined),-5
CC(NC(=O)c1noc2c1CCCCC2)c1ccccc1 (centres undefined),4
O=c1[nH]c2cnccc2n1-c1ccccc1,-5
CCCC(=O)NCCc1cc2ccc(C)c(C)c2[nH]c1=O,-1
CCCOCCOC(=O)C1=C(C)NC(=O)NC1c1cc(Cl)c(O)c(OC)c1 (centres undefined),0
O=C(Cc1ccc(-c2ccccc2)cc1)NCCN1CCOCC1,-3
Cc1ccc(OCC(=O)Nc2nccs2)c(Br)c1,-10
C/C(N)=C(/C#N)C(=O)COc1ncnc2ccccc12,-16
CCCCS(=O)CC(O)COc1ccc(C(C)(C)C)cc1 (centres undefined),-3

# The list is partial; rates above refer to the full screens.
